Screening data: PubChem, Broad Institute
GSIS activator: primary screen for activators of insulin secretion dependent on glucose, INS-1E cells, GLuc reporter luminescence; activation, % at 16.6 µM; actives 0.61% (n = 370,000); INS-1E GLuc reporter insulin secretion, 2-3 h;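 active means lowest replicate activation of at least 40%, so every replicate reaches that level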;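 further: 0% = median of neutral control wells and 100% = median of IBMX positive control wells; some compounds called inactive have numbers as strong as hits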
FN deposition inh: fibronectin deposition inhibition. AID 743247. inhibition, % at 12.6 µM. AH1F fibroblasts, Alexa488-fibronectin deposition fluorescence, overnight. actives 0.086% (n = 350,000);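 active means mean inhibition across replicates of 30% or more, regardless of how many single replicates reach that level; inconclusive means mean under 30% yet at least half of replicates reach 30%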;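 further: positive control wells lacked labelled fibronectin entirely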
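Measured by – fluorescence 485/525 nm · System – AH1F fibroblast monolayer, labelled fibronectin deposition · Amount – 10000 cells per well · Buffer or medium – serum-reduced DMEM (2% serum) · Doses – single dose, pinned · Also added – fluorescent fibronectin at 24 nM final · Schedule – 1 h cell attachment, overnight exposure to compound and label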
DENV2 CPE rescue: DENV2-induced cell death inhibition | DENV2-infected cells, cytopathic effect rescue, plate reader | actives 1.7% (n = 350,000) | AID 651640 | CPE inhibition, % at 9.99 µM; in the data active means CPE inhibition above about 20%, passing the limit was not always enough; inconclusive means no clear call, values can overlap the other calls; tested in BHK-21 cells;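 further: 0% = median of neutral control wells and 100% = median of positive control wells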
F508del corr: CFTR F508del correction in bronchial cells; activity (quench increase), % at 7.58 µM; AID 720511; CFBE cells, YFP halide quenching; stimulated with forskolin plus potentiator P3; % fluorescence drop versus neutral controls; actives 0.36% (n = 350,000);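 active means mean added fluorescence quench of at least 8% versus neutral control, with both replicates also reaching 8%; inconclusive means only one of the mean or replicate conditions met; inactive means mean below 8% and not both replicates reaching 8%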;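 further: cells transiently co-express mutant CFTR-F508del with the halide-sensitive YFP; corrector assay measuring rescue of mutant channel to the surface after 24 h compound exposure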
miR-122 sensor: blocks miR-122 activity in Huh7 sensor cells; Huh7 miR-122 Renilla luciferase sensor, 48 h; neutral wells = 0, positive control = 100; AID 602342; actives 0.3% (n = 340,000); activation (reporter increase), % at 12.5 µM;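 active means mean replicate activation score at least 90 and every replicate individually at or above 90; inconclusive means only one of the two criteria met; inactive means neither criterion met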;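 further: higher luciferase means less miR-122 activity so hits act as miR-122 inhibitors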
EWS-Fli inh: blocks EWS/Fli oncoprotein-driven transcription. A673 NR0B1-luciferase reporter, viability-normalised. inhibition, % at 12.6 µM. actives 0.67% (n = 350,000);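 active means mean inhibition of at least 50% after viability correction, with every replicate also passing that limit; inconclusive means mean reaches 50% but only one of two replicates passes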;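 further: firefly luciferase signal divided by Alamar Blue viability fluorescence both relative to DMSO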
PAX8 reporter: PAX8 transcriptional activity inhibition | inhibition, % at 12.6 µM | RMG-I TPO-luciferase reporter, SteadyGlo, 24 h | AID 652154 | actives 1.2% (n = 360,000);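 active means mean replicate inhibition at least 60% with every replicate also reaching 60%; inconclusive means only one of the two criteria is met; inactive means mean below 60% and not all replicates reaching 60%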;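 further: luciferase light reporting Pax8 driven TPO promoter activity; plate controls were median of neutral control wells for no effect and mitoxantrone controls for full effect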
* marks the source's active call; other numbers are inactive results; [ ] = another dose, or the depositor's remark. Rows are unselected. Share with any hit: about 3.9%.

Cc1ccc(CNC(=S)NCc2ccncc2)cc1 was read as GSIS activator 3.1, FN deposition inh 2.9, DENV2 CPE rescue 0.2, F508del corr -0.9, EWS-Fli inh 5.1 and PAX8 reporter 7.5.
Screening O=C(Nc1cccc(C(=O)O)c1)/C(=C\c1ccc(F)cc1)NC(=O)c1ccco1 returned GSIS activator 0.0, FN deposition inh 7.6, DENV2 CPE rescue 0.7, F508del corr -1.5, miR-122 sensor 0.4, EWS-Fli inh 1.2 and PAX8 reporter -10.7.
C[C@@H]1CN([C@H](C)CO)C(=O)c2cc(NS(C)(=O)=O)ccc2O[C@@H](C)CCCCO[C@H]1CN(C)Cc1ccc(C(=O)O)cc1 was read as GSIS activator 7.1, DENV2 CPE rescue 8.4, F508del corr -1.6, miR-122 sensor 5.4[16.7 µM], EWS-Fli inh -0.4 and PAX8 reporter -11.0.
For O=C(CSc1nc(C2CC2)nc2ccccc12)N1CCc2ccccc21 the results were GSIS activator -5.0, FN deposition inh 7.3, DENV2 CPE rescue -7.0, F508del corr 3.0, miR-122 sensor -1.9, EWS-Fli inh 14.0 and PAX8 reporter 14.5.
COc1ccccc1C1=NC(c2ccccc2)CN1c1ccccc1 (stereo not drawn) was read as GSIS activator 8.6, FN deposition inh 6.5, DENV2 CPE rescue 1.8, F508del corr 1.5, miR-122 sensor 4.3, EWS-Fli inh 6.1 and PAX8 reporter -21.4.
`Cc1cc(C)c(S(=O)(=O)N2CCC(C(=O)OCc3c(C)noc3C)CC2)c(C)c1` gave GSIS activator -10.9, FN deposition inh 2.4, DENV2 CPE rescue -8.6, F508del corr -0.7, EWS-Fli inh -2.6 and PAX8 reporter -0.2.
For O=C(C[C@@H]1C[C@@H]2c3cc(NC(=O)C4CCOCC4)ccc3O[C@@H]2[C@H](CO)O1)NCc1ccc(Cl)cc1 the results were GSIS activator 5.5, FN deposition inh -9.6, DENV2 CPE rescue 8.7, F508del corr 1.2, miR-122 sensor -9.0[16.7 µM], EWS-Fli inh -2.6 and PAX8 reporter -0.1.
COc1ccc(OCC(=O)Nc2cc3c(cc2C(=O)O)OCCCO3)cc1 was read as GSIS activator 15.7, FN deposition inh 0.7, DENV2 CPE rescue 1.2, F508del corr -2.4, EWS-Fli inh 6.8 and PAX8 reporter -0.5.
`Cc1ccc(C)c(NC(=O)CSc2nnc(C3CCCCC3)o2)c1` gave GSIS activator 1.3, FN deposition inh 9.2, DENV2 CPE rescue 7.2, F508del corr 0.2, EWS-Fli inh 5.7 and PAX8 reporter -1.1.
`O=C(CNC(=S)NC(=O)c1ccccc1Br)c1ccccc1` gave GSIS activator 0.9, FN deposition inh 2.2, DENV2 CPE rescue 1.8, F508del corr -2.1, EWS-Fli inh 4.8 and PAX8 reporter -0.8.
`CCc1ncc(C(O)c2cccc3ccccc23)n1C` (stereo not drawn) gave FN deposition inh 4.5, miR-122 sensor 0.3 and PAX8 reporter 6.5.
Screening CCc1c(C)sc(NC(=O)c2ccoc2C)c1C(N)=O returned GSIS activator -0.6, FN deposition inh 4.3, DENV2 CPE rescue 2.8, F508del corr 0.6, miR-122 sensor -0.5 and PAX8 reporter -27.8.
`COc1ccc(-c2c(-c3cc(OC)cc(OC)c3)n(C)c3ccc(Br)cc23)cc1` gave GSIS activator 2.6, FN deposition inh -5.0, DENV2 CPE rescue 31.9*, F508del corr 0.6, EWS-Fli inh 2.4 and PAX8 reporter 15.1.
Screening CCOc1ccccc1NC(=O)c1cc(S(=O)(=O)NCc2ccco2)ccc1F returned GSIS activator 9.0, FN deposition inh -6.6, DENV2 CPE rescue 1.8, F508del corr 1.6, miR-122 sensor 55.6 and PAX8 reporter 1.1.
O=C(N[C@@H]1CC[C@H](CCNS(=O)(=O)c2ccccc2Cl)O[C@H]1CO)c1ccc(F)cc1 was read as GSIS activator -7.2, FN deposition inh -5.0, DENV2 CPE rescue -7.3, F508del corr -2.0, EWS-Fli inh 3.3 and PAX8 reporter 2.1.
CC(C)=C1C2CCC1C1C(=O)N(NC(=O)c3ccco3)C(=O)C21 (stereo not drawn) was read as GSIS activator 22.1, FN deposition inh 1.6, DENV2 CPE rescue inconclusive, F508del corr 0.6, miR-122 sensor -2.2, EWS-Fli inh -6.9 and PAX8 reporter -6.0.
C[C@@H]1CCCCO[C@H](CN(C)Cc2ccncc2)[C@H](C)CN([C@H](C)CO)C(=O)c2cc(NC(=O)C3CCCCC3)ccc2O1 was read as GSIS activator -12.9, DENV2 CPE rescue -3.1, F508del corr -2.2, miR-122 sensor -7.5[16.7 µM], EWS-Fli inh 1.4 and PAX8 reporter 17.5.
Screening O=S(=O)(NC1CCCCC1N1CCN(c2ccc(F)cc2)CC1)c1ccccc1 (stereo not drawn) returned GSIS activator -0.1, FN deposition inh 10.4, DENV2 CPE rescue 2.9, F508del corr 2.6, miR-122 sensor -2.6 and PAX8 reporter 11.3.
For CC(C)CN(C(=O)CSc1nnc(-c2cccs2)n1C1CC1)C1CCS(=O)(=O)C1 (stereo not drawn) the results were GSIS activator -12.3, FN deposition inh -4.5, DENV2 CPE rescue -8.7, F508del corr 1.4, miR-122 sensor -1.6, EWS-Fli inh -12.9 and PAX8 reporter -4.0.
`COC(=O)C(Cc1c[nH]c2ccccc12)NC(=O)c1ccc2nc[nH]c2c1` (stereo not drawn) gave GSIS activator 35.1, FN deposition inh -6.1, DENV2 CPE rescue -0.6, F508del corr 0.5, miR-122 sensor 3.9, EWS-Fli inh 0.3 and PAX8 reporter -129.3.
For CC(Sc1nc2ccccc2[nH]1)C(=O)NC1CCCCC1C (stereo not drawn) the results were GSIS activator 7.7, DENV2 CPE rescue -5.8, F508del corr -0.2, miR-122 sensor 3.3, EWS-Fli inh -2.3 and PAX8 reporter 5.3.
Cc1snc(SCc2cccc(Cl)c2)c1C#N was read as GSIS activator -41.0, FN deposition inh -3.3, DENV2 CPE rescue 2.7, F508del corr 0.5, miR-122 sensor 1.5, EWS-Fli inh -5.7 and PAX8 reporter -2.4.
For O=c1cc(-c2cccc(Cl)c2)oc2cccc(O)c12 the results were GSIS activator 10.6, FN deposition inh -11.0, DENV2 CPE rescue 13.0, F508del corr -2.7, miR-122 sensor 3.2, EWS-Fli inh -11.9 and PAX8 reporter -19.3.
Screening c1ccc(C2=NNC(c3ccco3)=Nc3ccccc32)cc1 returned GSIS activator 1.2, F508del corr -1.0, EWS-Fli inh -10.2 and PAX8 reporter -5.5.
CCN1CCN(C(C)CCc2ccccc2)CC1 (stereo not drawn) was read as GSIS activator 7.0, FN deposition inh -3.5, DENV2 CPE rescue 3.4, F508del corr 1.3, miR-122 sensor -4.6, EWS-Fli inh -2.2 and PAX8 reporter 7.3.
Screening C[C@H]1CN([C@@H](C)CO)C(=O)c2cc(-c3cccnc3)cnc2O[C@@H]1CN(C)C(=O)c1cccc(F)c1 returned GSIS activator 26.6, FN deposition inh -0.1, DENV2 CPE rescue -3.9, F508del corr 0.2, miR-122 sensor -5.5[16.7 µM] and EWS-Fli inh -4.9.
For O=C(c1cccnc1)N(Cc1ccccc1)C1(C(=O)Nc2ccccc2)CCCCC1 the results were GSIS activator 6.6, FN deposition inh 5.8, miR-122 sensor 18.7 and PAX8 reporter -6.1.
c1ccc2c(c1)OCC(c1nn3c(Cn4nnc5ccccc54)nnc3s1)O2 (stereo not drawn) was read as GSIS activator -11.4, DENV2 CPE rescue -3.3, F508del corr 1.3, miR-122 sensor 5.9 and EWS-Fli inh 15.0.
`O=C(O)CC(NC(=O)CC(c1ccccc1)c1ccccc1)c1cccc([N+](=O)[O-])c1` (stereo not drawn) gave GSIS activator 1.3, FN deposition inh 2.7, DENV2 CPE rescue -1.0, F508del corr -1.0, miR-122 sensor 8.8, EWS-Fli inh -5.2 and PAX8 reporter 7.7.
For CC(C)(C)c1nc(N)nc(=O)[nH]1 the results were GSIS activator 17.0, FN deposition inh -8.5, DENV2 CPE rescue -4.1, F508del corr -0.3, EWS-Fli inh 0.0 and PAX8 reporter -11.9.
For O=C(CN(C(=O)CCC(=O)Nc1nccs1)C1CCCC1)NCc1ccc2c(c1)OCO2 the results were GSIS activator 5.2, FN deposition inh -0.7, DENV2 CPE rescue -2.0, F508del corr -1.4, EWS-Fli inh -0.6 and PAX8 reporter 0.3.
Cc1cc(C)n(C(=O)Cn2nc([N+](=O)[O-])c(Br)c2C)n1 was read as GSIS activator -9.6, FN deposition inh -3.3, DENV2 CPE rescue 7.4, F508del corr 0.2, EWS-Fli inh 1.2 and PAX8 reporter 14.2.
Screening CC(=O)Nc1ccc(NC(=O)CSc2nnc(-c3ccc4c(c3)OCO4)o2)cc1 returned GSIS activator 13.8, FN deposition inh 3.9, DENV2 CPE rescue 3.5, F508del corr 0.5, miR-122 sensor -2.8, EWS-Fli inh -51.9 and PAX8 reporter -29.8.
For Cc1ccc(OCC(=O)OCC(=O)NC2CCCC2)cc1C the results were GSIS activator 3.9, FN deposition inh -10.0, DENV2 CPE rescue -3.9, F508del corr 0.6, miR-122 sensor -6.3, EWS-Fli inh -3.8 and PAX8 reporter -5.5.
Screening Cc1c(CN(C)C(=O)/C=C/c2ccc([N+](=O)[O-])cc2)cnn1C returned GSIS activator -6.4, FN deposition inh -2.7, DENV2 CPE rescue -3.6, F508del corr -0.4, EWS-Fli inh 4.1 and PAX8 reporter 6.8.
CCCNC(=O)C[C@@H]1CC[C@H]2[C@H](COc3ccc(NC(=O)Nc4cccc(C)c4)cc3C(=O)N2C)O1 was read as GSIS activator -0.9, FN deposition inh 4.8, DENV2 CPE rescue 16.6, F508del corr 4.7, miR-122 sensor 37.3[16.7 µM], EWS-Fli inh 1.1 and PAX8 reporter 17.5.
O=C(NCc1ccncc1)Nc1ccc2c(c1)OCO2 was read as GSIS activator -1.7, FN deposition inh -3.0, DENV2 CPE rescue 0.4, F508del corr 0.5, EWS-Fli inh -11.7 and PAX8 reporter -12.3.
`O=C(Nc1ccccc1N1CCN(c2ccccc2)CC1)c1ccccc1` gave GSIS activator -1.2, FN deposition inh 0.1, DENV2 CPE rescue 0.3, F508del corr 2.2, EWS-Fli inh -8.1 and PAX8 reporter 15.3.
COc1ccc(NC(=O)Nc2cccc3c2O[C@@H](CN(C)Cc2ccc4c(c2)OCO4)[C@H](C)CN([C@H](C)CO)C3=O)cc1 was read as GSIS activator -7.5, DENV2 CPE rescue 6.2, F508del corr 1.5, miR-122 sensor 22.3[16.7 µM] and PAX8 reporter 8.7.
`COc1ccc2nc3oc(C(=O)N4CCN(c5ccccc5F)CC4)cc3cc2c1` gave FN deposition inh -0.4, miR-122 sensor 0.7 and PAX8 reporter 12.2.
For COc1cc(N)ccc1-c1cc2ccccc2oc1=O the results were GSIS activator 6.4, FN deposition inh 4.8, DENV2 CPE rescue -4.4, F508del corr 0.2, miR-122 sensor 0.1, EWS-Fli inh -34.1 and PAX8 reporter -48.1.
Screening CCC(C)C(=O)Nc1nc2c(s1)C(=O)CC(C)(C)C2 (stereo not drawn) returned GSIS activator 1.6, FN deposition inh 1.6, DENV2 CPE rescue -4.5, F508del corr -2.7, miR-122 sensor -2.5, EWS-Fli inh -30.3 and PAX8 reporter -21.3.
COc1cc(CC(=O)NCc2ccc3c(c2)OCO3)cc(OC)c1OC was read as FN deposition inh 0.4, miR-122 sensor -11.7 and PAX8 reporter -9.1.
For C[C@@H]1CN([C@H](C)CO)C(=O)c2cccc(NC(=O)Nc3ccc(C(F)(F)F)cc3)c2O[C@H]1CN(C)S(=O)(=O)c1ccc(Cl)cc1 the results were GSIS activator 9.8, DENV2 CPE rescue 2.0, F508del corr 1.8, miR-122 sensor -4.2[16.7 µM] and EWS-Fli inh 5.6.
Screening O=C(c1ccc([N+](=O)[O-])s1)N1CCN(c2cccc(Cl)c2)CC1 returned GSIS activator -7.8, FN deposition inh -16.3, F508del corr -6.8, miR-122 sensor -6.6, EWS-Fli inh 18.6 and PAX8 reporter 7.4.
